PAD4 inh: inhibitors of human PAD4; Q9UM07; recombinant PAD4, RCA probe fluorescence polarization; inhibition, % at 6.36 µM; 330,000 tested, 0.41% active; AID 485272;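 active = percent inhibition above a cutoff equal to the mean of all tested compounds plus 3 SD, cut at about 15% in these data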;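 also: 0% = PAD4 with RCA probe and DMSO and 100% = probe without PAD4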
LYPLA1 counter: LYPLA1 (human) inhibition in PME1 counter-screen | O75608 | recombinant LYPLA1, FP-Rh probe fluorescence polarization | inhibition, % at 5.9 µM | 320,000 tested, 0.16% active | AID 2174;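 active = inhibition above the mean of all tested compounds plus 3 SD, set per campaign, cut at about 14% in these data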;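 also: inhibitors block serine hydrolase probe labeling of LYPLA1 so polarization falls; 0% = enzyme with DMSO and 100% = wells lacking LYPLA1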
Target sequence (O75608 whole entry, looked up): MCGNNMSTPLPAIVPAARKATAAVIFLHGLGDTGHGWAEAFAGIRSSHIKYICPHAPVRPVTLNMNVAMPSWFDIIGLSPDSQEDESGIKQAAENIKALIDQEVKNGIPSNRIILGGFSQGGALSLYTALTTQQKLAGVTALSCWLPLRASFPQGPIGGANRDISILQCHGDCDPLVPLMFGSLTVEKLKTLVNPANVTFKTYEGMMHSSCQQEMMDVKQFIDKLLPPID
PAFAH1B3 inh: blocks human PAF acetylhydrolase 1B catalytic subunit 3 | inhibition, % at 3.39 µM | Q15102 | 340,000 tested, 0.28% active | recombinant PAFAH1B3, FP-rhodamine probe, fluorescence polarization;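 active = inhibition above the screen-wide average of all tested compounds plus 3 SD, cut at about 25% in these data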;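 also: 0% = enzyme with DMSO only and 100% = wells lacking PAFAH1B3 protein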
Target sequence (Q15102 whole entry, looked up): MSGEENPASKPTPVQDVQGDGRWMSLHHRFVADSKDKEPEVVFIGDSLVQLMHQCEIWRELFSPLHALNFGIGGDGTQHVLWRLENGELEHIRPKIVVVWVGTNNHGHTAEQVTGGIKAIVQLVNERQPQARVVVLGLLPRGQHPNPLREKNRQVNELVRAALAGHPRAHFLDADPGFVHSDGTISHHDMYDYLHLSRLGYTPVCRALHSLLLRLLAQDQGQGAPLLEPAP
LYPLA2 inh: counter-screen for PME1 inhibitors: inhibitors of human LYPLA2 | recombinant LYPLA2, FP-Rh probe fluorescence polarization | inhibition, % at 5.9 µM | 320,000 tested, 0.38% active;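 active = inhibition above the screen-wide mean plus 3 SD, limit set per campaign, cut at about 26% in these data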;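 also: 0% = LYPLA2 with DMSO and 100% = wells lacking LYPLA2 enzyme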
PREPL inhibitor: inhibits the human prolyl oligopeptidase-like enzyme. recombinant PREPL, fluorescence polarization activity-based probe. inhibition, % at 5.96 µM. 320,000 tested, 0.68% active. Q4J6C6; in the data active = inhibition above about 43%;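 also: 0% = enzyme with DMSO and 100% = wells lacking enzyme; many of its hits are not listed in these tables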
PAFAH2 inh: PAFAH2 (human) inhibition; 340,000 tested, 0.99% active; recombinant PAFAH2, FP-rhodamine activity probe, fluorescence polarization; inhibition, % at 3.39 µM; Q99487; AID 492956;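 active = inhibition above the mean over all tested compounds plus 3 SD, cut at about 30% in these data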;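 also: inhibitors block probe labeling of enzyme so polarization drops; 0% = enzyme with DMSO and 100% = wells lacking PAFAH2 protein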
ZTA counter: counter-screen for EBNA-1 inhibitors: inhibitors of Epstein-Barr virus ZTA. 320,000 tested, 0.15% active. ZTA-DNA binding, fluorescence polarization. inhibition, % at 11 µM. AID 2234; in the data active = inhibition above about 33%
Target sequence (P03206 whole entry, looked up): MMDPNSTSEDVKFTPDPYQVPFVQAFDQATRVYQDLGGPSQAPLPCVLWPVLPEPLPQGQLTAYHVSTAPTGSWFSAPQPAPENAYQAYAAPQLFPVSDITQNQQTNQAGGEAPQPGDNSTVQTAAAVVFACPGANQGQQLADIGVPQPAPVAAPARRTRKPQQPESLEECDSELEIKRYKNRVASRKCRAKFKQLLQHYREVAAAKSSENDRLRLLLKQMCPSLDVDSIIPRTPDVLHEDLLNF
EBNA-1 inhibitor: blocks EBNA-1 binding to DNA; EBNA-1 DNA binding, fluorescence polarization; inhibition, % at 14.8 µM; 300,000 tested, 0.34% active; AID 1950; in the data active = inhibition above about 28%
GSTO1 counter: blocks human GSTO1 in RBBP9 counter-screen | 300,000 tested, 1.1% active | AID 1974 | recombinant GSTO1, activity-based probe fluorescence polarization | P78417 | inhibition, % at 5.96 µM;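 active = inhibition above the campaign mean inhibition plus 3 SD, cut at about 35% in these data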;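 also: 0% = GSTO1-1 with DMSO and 100% = wells lacking GSTO1-1 enzyme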
Target sequence (P78417 whole entry, looked up): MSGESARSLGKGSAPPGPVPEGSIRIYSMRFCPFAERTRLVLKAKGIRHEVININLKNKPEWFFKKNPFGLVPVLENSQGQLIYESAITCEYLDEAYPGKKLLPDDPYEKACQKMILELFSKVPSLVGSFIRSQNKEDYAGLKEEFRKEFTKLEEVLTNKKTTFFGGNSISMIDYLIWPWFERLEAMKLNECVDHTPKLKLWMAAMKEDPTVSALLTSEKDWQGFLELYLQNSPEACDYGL
The depositor's hits bear a star; / = not tested or not shown. Not all compounds are listed (hit frequency here may not be typical).

no.	smiles	PAD4 inh	LYPLA1 counter	PAFAH1B3 inh	LYPLA2 inh	PREPL inhibitor	PAFAH2 inh	ZTA counter	EBNA-1 inhibitor	GSTO1 counter
1	O=[n+]1cc(-c2ccccc2)n([O-])c2c1CCCCC2	3	2	-1	7	14	-3	-8	5	6
2	CCOC(=O)C1=C(CN2CCc3ccccc32)NC(=O)NC1c1cc(C)ccc1C (stereo not drawn)	5	0	0	5	3	0	7	3	5
3	CCOC(=O)c1sc2nc(CC(=O)OC)nc(N3CCN(c4ccccn4)CC3)c2c1C	1	-3	9	3	4	3	-18	0	10
4	OCCN(Cc1ccccc1)CC1CCCCC1	0	-1	7	4	9	1	-10	4	-4
5	CC1CCCCN1C(=O)CCS(=O)(=O)c1cccc2nonc12 (stereo not drawn)	-3	-2	3	-6	-2	2	-2	-21	5
6	COc1cc(OC)cc(C(=O)Nc2ccc(S(=O)(=O)Nc3nc(C)cc(C)n3)cc2)c1	-1	-4	3	-3	-7	-1	1	5	-9
7	COc1ccc(Cl)c2sc(N(Cc3cccnc3)C(C)=O)nc12	-2	0	9	-4	-5	9	-13	-6	-1
8	CCCCN1C(=O)C(O)(CC(=O)c2ccccn2)c2ccccc21 (stereo not drawn)	-3	0	13	-4	3	-7	6	6	9
9	CN1CCN(C(=O)/C(=C/c2cn(S(=O)(=O)N(C)C)c3ccccc23)NC(=O)c2ccccc2F)CC1	-2	-1	2	-3	-6	6	-5	7	2
10	COc1ccc(-c2cc(-c3ccc(OC)cc3)c(C#N)c(SC)n2)cc1	2	-1	-8	-4	1	0	-10	3	7
11	Cc1cccc(-c2noc(-c3ccc(F)cc3)n2)c1	4	5	7	6	-1	0	0	17	0
12	Cn1c(SCC(=O)N2CCCC2=O)nc2ccccc21	-5	3	3	0	11	1	-6	-7	-9
13	CCCc1cc(=O)[nH]c(SCC(=O)Nc2ncc(S(=O)(=O)c3ccc([N+](=O)[O-])cc3)s2)n1	2	0	1	8	9	0	-3	-3	-2
14	CC12CCC(=O)N1C(C(=O)OCC(=O)Nc1sccc1C#N)CS2 (stereo not drawn)	-1	0	3	0	1	3	1	11	15
15	CCCc1nc2oc3c(OC)ncnc3c2c2c1COC(C)(C)C2	1	-2	13	0	0	-1	2	-8	3
16	CCOC(=O)N1CCC(NC(=O)CC2C(=O)NCCN2Cc2ccc(C)cc2)CC1 (stereo not drawn)	-5	-5	6	9	2	-5	-6	4	4
17	CCOC(=O)CC(=O)CSc1ccc2nnc(-c3ccc(C)cc3)n2n1	0	-3	-4	-4	11	-1	-4	12	-2
18	CCOc1ncccc1C(=O)OCc1ccc(C(=O)OC)o1	-3	-3	2	-6	6	2	4	11	0
19	CCOc1ccc(NS(=O)(=O)c2ccc3c(c2)N(C(C)=O)CCO3)cc1	-1	2	11	2	7	0	-3	1	7
20	CC(C(=O)Nc1cc([N+](=O)[O-])ccc1Cl)N1CCN(c2ccc(O)cc2)CC1 (stereo not drawn)	-9	-9	2	-30	26	-5	2	-4	8
21	CCc1ccc(OCC(=O)NCCOc2ccccc2)cc1	-1	-3	0	3	-5	6	5	6	5
22	CCCC[n+]1ccn(-c2nc3ccccc3nc2[N-]S(=O)(=O)c2ccc(Br)cc2)c1	2	4	2	6	5	6	-14	4	8
23	COc1ccc(S(=O)(=O)NC(C)c2ccccc2)cc1C(=O)N1CCCCC1 (stereo not drawn)	0	-1	4	-1	-2	-1	-1	4	3
24	CCSc1nc2ccccc2n1C(=O)/C=C\c1ccc(OC)c(OC)c1	1	1	12	1	10	5	-1	-6	-4
25	Cn1c(SCc2ccccc2)nc2ccsc2c1=O	-3	-2	12	8	5	7	5	6	-1
26	CCOC(=O)c1sc(NC(=O)CSc2nc3cccnc3n2C)nc1C	1	-5	11	-4	4	-4	16	-2	3
27	Cc1cc(=O)oc2cc(NC(=O)c3cccc(S(=O)(=O)N(C)C)c3)ccc12	-1	0	-7	0	1	-8	-1	7	-2
28	COCc1c(C(=O)N/N=C(/C)c2cccs2)nnn1-c1nonc1N	-2	-2	2	2	-1	1	-3	-5	-3
29	Cc1cc(NS(=O)(=O)c2ccc(NC(=O)CSc3nnc(-c4ccco4)n3C)cc2)nc(C)n1	-2	1	-9	4	4	5	-1	0	8
30	CC1CC(C)CN(C(=O)CN2CCN(Cc3ccc(Cl)cc3)C2=O)C1 (stereo not drawn)	-2	-6	4	-5	19	-7	2	-28	10
31	CC(=O)c1sc(NC(=O)COc2ccccc2)nc1C	-7	0	-3	-9	13	0	-5	-19	5
32	CCN(CC)S(=O)(=O)c1cc(C(=O)Nc2ccc(Cl)cn2)ccc1C	-3	-1	7	2	6	4	-1	-5	-10
33	COc1ccc(C(=O)c2c(N)sc3c2CCN(C)C3)cc1	1	-4	4	-4	28	-3	5	-15	-5
34	COCCc1ncc(CN2CCC(C(=O)Nc3cccc(-c4cscn4)c3)CC2)cn1	0	0	4	-1	-4	6	4	-6	-4
35	CC(C)(C)c1ccc(C(=O)NCCC(=O)NC2=NCCS2)cc1	-8	1	3	-9	2	1	2	/	/
36	CC(C)(C)c1ccc(OC(=O)c2ccccc2)cc1	2	-3	3	1	2	10	6	1	0
37	CC(C)Oc1cccc(C(=O)NC(=S)Nc2ccccc2)c1	-4	-6	12	1	6	-4	4	1	4
38	O=C(c1nn(Cc2ccccc2)c(=O)c2ccccc12)N1CCc2ccccc2C1	0	-1	-3	-4	18	6	2	-5	0
39	COc1ccc2c(C)cc(SCC(=O)NC3CCCCC3)nc2c1	6	/	3	/	4	-2	/	/	/
40	Clc1ccc(-c2cc3ccccc3nc2N2CCCC2)cc1	-6	-2	5	-9	11	2	-2	-7	-2
41	O=C(C[C@H]1C/C=C\C[C@@H](Cc2ccc(F)cc2)C(=O)O[C@@H](c2ccccc2)CNC1=O)N[C@@H](CO)Cc1ccccc1	2	/	6	/	-5	6	/	/	/
42	O=c1c2ccccc2nc2n1CC/C2=C\N1CCN(c2ccc([N+](=O)[O-])cc2)CC1	-3	3	6	10	37	2	0	8	2
43	CC(C)CSc1nnc(N)s1	-4	5	2	2	5	11	-5	-4	1
44	COCCn1c(Cc2ccccc2)nnc1SCC(=O)Nc1ccccc1	-7	-6	5	-10	2	8	4	-10	-1
45	CCOC(=O)[C@@H]1[C@H]2COc3ccccc3[C@H]2N2C(=O)N(c3ccc(Cl)cc3)C(=O)[C@]12C	1	-6	3	-11	-112	6	11	-2	-6
46	COc1ccc(C(=S)NCS(=O)(=O)c2ccc(C)cc2)cc1	4	0	1	12	15	3	-3	9	32
47	COC(=O)C1=C(C)NC2=C(C(=O)CCC2)C1c1ccc(-c2ccsc2C(=O)OC)o1 (stereo not drawn)	0	-3	2	-1	-2	-6	-12	4	-7
48	Cc1ccc(S(=O)(=O)NNC(=S)Nc2cccc(F)c2)cc1	2	3	8	6	19	8	-20	-3	1
49	C[C@@H](C(=O)NCCc1ccccc1)N1C(=O)N2CCc3c([nH]c4ccccc34)[C@@]2(C)C1=O	0	4	8	4	-5	3	-2	-9	-2
50	O=C(c1ccc([N+](=O)[O-])cc1)N1CCc2ccccc21	-2	-2	-3	0	6	4	1	5	3

A section taken from the entries so far, as a working copy:
no.	smiles	PAD4 inh	LYPLA1 counter	PAFAH1B3 inh	LYPLA2 inh	PREPL inhibitor	PAFAH2 inh	ZTA counter	EBNA-1 inhibitor	GSTO1 counter
49	C[C@@H](C(=O)NCCc1ccccc1)N1C(=O)N2CCc3c([nH]c4ccccc34)[C@@]2(C)C1=O	0	4	8	4	-5	3	-2	-9	-2
50	O=C(c1ccc([N+](=O)[O-])cc1)N1CCc2ccccc21	-2	-2	-3	0	6	4	1	5	3

2 compounds from above with just PAD4 inh, GSTO1 counter and EBNA-1 inhibitor.
item	canonical_smiles	PAD4 inh	GSTO1 counter	EBNA-1 inhibitor
2	CCOC(=O)C1=C(CN2CCc3ccccc32)NC(=O)NC1c1cc(C)ccc1C (stereo not drawn)	5	5	3
3	CCOC(=O)c1sc2nc(CC(=O)OC)nc(N3CCN(c4ccccn4)CC3)c2c1C	1	10	0

Later entries
no.	smiles	PAD4 inh	LYPLA1 counter	PAFAH1B3 inh	LYPLA2 inh	PREPL inhibitor	PAFAH2 inh	ZTA counter	EBNA-1 inhibitor	GSTO1 counter
51	CCN1C(=O)[C@@H]2[C@H](C1=O)[C@@H]1C(=O)Nc3ccccc3C(=O)N1[C@@H]2c1cccc(C)c1	0	5	-1	0	9	-4	-6	-8	-6
52	Cn1c(/C=C/c2ccccc2)nc2ccccc21	-2	2	6	6	-7	0	15	7	-20
53	CCOC(=O)c1cnn(Cc2cccc(Cl)c2)c1C	4	2	0	0	-5	5	2	0	0
54	O=C(NC1CC1)c1sc2cc(Cl)ccc2c1Cl	-2	-4	11	-3	-34	0	-3	-9	1
55	COCCN(CC(=O)Nc1cccc(C)c1C)C(=O)c1cc2c(s1)CCC2	-5	-5	3	-5	3	5	-19	/	/
56	COc1ccccc1NC(=O)c1ccc(NC(=O)C2COc3ccccc3O2)cc1 (stereo not drawn)	-1	-9	-5	-21	-21	2	1	5	-4
57	Cn1cc(Br)c(C(=O)NC2C3CC4CC(C3)CC2C4)n1 (stereo not drawn)	1	3	8	2	-1	5	-2	-4	1
58	COc1ccccc1NC(=O)Cc1nnc(SCC(=O)Nc2ccc(F)cc2F)n1C	-2	-1	-2	0	-2	1	11	3	3
59	Cc1ccc(S(=O)(=O)N2CCN(CC(=O)N/N=C/c3cc([N+](=O)[O-])ccc3Cl)CC2)cc1	-1	-1	5	-1	10	-4	-5	10	-1
60	Cc1onc(-c2c(F)cccc2Cl)c1C(=O)Nc1ccc(Cl)c(S(=O)(=O)N(C)C)c1	-8	-3	2	-4	5	3	1	/	/
61	CCOc1ccc(N/C(=N/c2nc(C)cc(C)n2)NC(C)=O)cc1	3	-3	16	-1	-5	-2	-6	-3	-1
62	O=C(C1CC1)N1N=C(c2ccc(F)cc2)CC1(O)C(F)(F)F (stereo not drawn)	-1	5	6	4	-8	4	-2	-8	1
63	C=CCOC(=O)C(C#N)c1nc2ccccc2nc1N1CCN(Cc2ccc3c(c2)OCO3)CC1 (stereo not drawn)	0	-1	4	1	2	-7	11	0	-3
64	CCOC(=S)SCC(=O)Nc1nccs1	4	-7	3	-2	-13	1	10	3	3

Screening results deposited in PubChem BioAssay by The Scripps Research Institute Molecular Screening Center.
